Assay outcomes (PubChem)
IL2 activator: IL-2 activation | IL-2 activation reporter assay, cell-based qHTS; stimulated with anti-CD3/CD4/CD28 beads; in transgenic mouse T cells | activation, % (series mostly up to about 46 µM) | 0.065% of 360,000 active | AID 652025; in the data active means activation above about 50%; inconclusive means mostly about 30% to 49%; further: 0% is about no effect
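Unstimulated transgenic mouse T cells; 60-min compound exposure; bead-based TCR/CD4/CD28 stimulation; 18 h culture, 37 degrees C; dual fluorescence (EGFP, DsRed) plate cytometry.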
EPAC2 agonist: agonists of human EPAC2 (RAPGEF4). Potency, µM (series often up to 154 µM), inactives show at the top dose activation, hits mostly activators. 0.079% of 360,000 active. AID 720711. Q8WZA2. EPAC2 activation, biochemical qHTS; response scale: 100% = 6.5 mM cAMP response; further: potency means the concentration at half of the fitted maximal effect; nearly all actives have a fitted effect of over 50% in size
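qHTS, titration series. 100 nM EPAC2 / 250 nM Rap1B-BODIPY-GDP / 50 uM GDP; RT; ex 480/em 540 nm, 5-min reads to 30 min. Norm. to 6.5 mM cAMP = activation.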
WRN inhibitor: WRN helicase (human) inhibition | Q14191 | WRN helicase unwinding, fluorescent forked duplex, kinetic | Potency, µM (top dose mostly 114 µM), for the others: top-dose activity change, negative = inhibition, actives largely listed as inhibitors | 0.46% of 360,000 active | AID 651768; further: potency means the concentration at half of the fitted maximal effect; on the % scale 0 is the no-effect control and ±100 the full control effect; nearly all actives have a fitted effect of over 55% in size
Target sequence (Q14191 whole entry, looked up): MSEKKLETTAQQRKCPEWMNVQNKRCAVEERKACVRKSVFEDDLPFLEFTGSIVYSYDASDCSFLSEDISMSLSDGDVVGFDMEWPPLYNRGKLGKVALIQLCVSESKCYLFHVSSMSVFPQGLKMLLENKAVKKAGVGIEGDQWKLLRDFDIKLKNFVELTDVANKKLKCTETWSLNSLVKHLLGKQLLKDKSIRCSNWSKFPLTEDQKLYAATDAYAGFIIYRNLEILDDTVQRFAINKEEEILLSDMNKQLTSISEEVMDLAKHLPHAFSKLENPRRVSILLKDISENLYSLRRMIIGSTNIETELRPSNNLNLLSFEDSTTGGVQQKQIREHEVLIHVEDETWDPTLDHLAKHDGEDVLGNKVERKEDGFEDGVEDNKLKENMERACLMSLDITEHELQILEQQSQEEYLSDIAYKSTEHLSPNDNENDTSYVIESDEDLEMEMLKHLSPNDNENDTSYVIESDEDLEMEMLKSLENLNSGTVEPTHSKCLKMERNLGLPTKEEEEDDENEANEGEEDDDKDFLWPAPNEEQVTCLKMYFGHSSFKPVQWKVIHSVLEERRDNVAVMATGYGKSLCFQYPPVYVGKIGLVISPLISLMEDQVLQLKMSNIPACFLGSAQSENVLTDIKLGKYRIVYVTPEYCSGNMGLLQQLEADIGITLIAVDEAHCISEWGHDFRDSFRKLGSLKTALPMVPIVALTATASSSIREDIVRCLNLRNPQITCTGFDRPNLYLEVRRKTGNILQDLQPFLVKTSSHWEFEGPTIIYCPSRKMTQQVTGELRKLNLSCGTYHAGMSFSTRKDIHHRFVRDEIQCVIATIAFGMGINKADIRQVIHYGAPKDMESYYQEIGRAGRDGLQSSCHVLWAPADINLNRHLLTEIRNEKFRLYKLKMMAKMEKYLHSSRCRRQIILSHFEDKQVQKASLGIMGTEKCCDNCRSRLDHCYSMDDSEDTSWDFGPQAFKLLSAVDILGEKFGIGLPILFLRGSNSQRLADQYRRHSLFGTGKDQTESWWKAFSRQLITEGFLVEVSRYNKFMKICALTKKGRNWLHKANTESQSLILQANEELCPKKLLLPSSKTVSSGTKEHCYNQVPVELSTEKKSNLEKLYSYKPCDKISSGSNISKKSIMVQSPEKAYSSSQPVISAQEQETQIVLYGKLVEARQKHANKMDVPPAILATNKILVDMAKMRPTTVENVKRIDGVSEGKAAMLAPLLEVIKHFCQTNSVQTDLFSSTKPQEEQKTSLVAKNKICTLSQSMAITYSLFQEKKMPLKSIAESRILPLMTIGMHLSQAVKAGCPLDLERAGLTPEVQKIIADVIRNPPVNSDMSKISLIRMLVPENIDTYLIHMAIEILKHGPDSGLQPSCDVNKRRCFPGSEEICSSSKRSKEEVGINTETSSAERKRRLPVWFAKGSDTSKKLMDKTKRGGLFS
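WRN at 20 nM final preincubated with compound 15 min at room temperature; reaction started with 100 nM fluorophore/quencher forked duplex oligonucleotide and 2 mM ATP final. Unwinding followed kinetically by red fluorescence (ex 525, em 598 nm).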
CCT modulator: cytosolic chaperonin activity modulation. purified chaperonin ATPase assay, HTRF ADP detection, 30 min. activity change, % (no concentration beside the values), hits read low. 0.3% of 360,000 active; in the data active means activity change below about -30%; further: on the % scale 0 is the no-effect control and ±100 the full control effect
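Enzyme 40 or 20 nM (batch-dependent) in Tris pH 7.4/KCl/MgCl2/DTT; cpd 76 uM single point; ATP 10 uM; 30 min 37 °C; Transcreener ADP HTRF detection, 30 min RT; ratio 665/615.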
PI5P4K alpha inh: inhibitors of human PI5P4K alpha; AID 652105; P48426; 1.2% of 330,000 active; max response, %; PI5P4Kalpha enzyme, ADP-Glo luminescence, 60 min; stronger effect = lower value; active means max response of -50% or lower; inconclusive means between -30% and -50%; inactive means -30% or higher; further: value at the top dose of about 77 µM; on the % scale 0 is the no-effect control and ±100 the full control effect
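ADP-Glo luminescence end-point read after a 60 min room-temperature kinase reaction of PI5P4Kalpha plus substrate, initiated with ATP at 5 microM final. Buffer: 0.038 M HEPES pH 7.4, EGTA, 0.1% CHAPS, 5% DMSO.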
EPAC1 antag: blocks human EPAC1 exchange factor. O95398. EPAC1 GEF assay, Rap1b-BODIPY-GDP exchange fluorescence. Potency, µM (highest dose often 115 µM), inactives show at the top dose activity change, negative = inhibition, hits mostly inhibitors. 0.14% of 360,000 active;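 further: potency means the concentration at half of the fitted maximal effect; plate controls were vehicle for no effect and positive control for full effect; nearly all actives have a fitted effect of over 50% in size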
EPAC1 agonist: EPAC1 (human) agonism. EPAC1 agonist qHTS, biochemical assay; response scale: 100% = response to 6.5 mM cAMP. Potency, µM (doses to about 154 µM), inactives show top-dose activation, actives largely listed as activators. 0.073% of 360,000 active. AID 720707; further: potency means the concentration at half of the fitted maximal effect; nearly all actives have a fitted effect of over 60% in size
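Nucleotide exchange assay: 100 nM EPAC1 with 250 nM Rap1B loaded with BODIPY-GDP and 50 uM GDP, room temperature. Fluorescence (480/540 nm) read every 5 min for 30 min; signal change normalized to 6.5 mM cAMP as full agonist.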
PLK1 PBD block: inhibitors of human PLK1 polo-box domain binding; P53350; Plk1 PBD binding of FITC phosphopeptide, fluorescence polarization; Potency, µM, for the others: max response, negative = inhibition, hits mostly inhibitors; 2.8% of 360,000 active; further: potency means the concentration at half of the fitted maximal effect; series mostly up to about 57 µM; on the % scale 0 is the no-effect control and ±100 the full control effect; nearly all actives have a fitted effect of over 65% in size
An asterisk follows results filed as active; ? = inconclusive; · = no result given; [ ] = dose if it differs, or a comment. Unless noted, the call rests on the fitted dose curve; in most records, active means well fitted curve in the direction sought with a large enough effect; inconclusive means small, poorly fitted or top-dose-only effect, or another doubt; inactive means no such curve, though single readings can be large; an effect the other way counts as inactive or inconclusive. An excerpt. The share of hits here may be higher or lower than overall.

SMILES | IL2 activator | EPAC2 agonist | WRN inhibitor | CCT modulator | PI5P4K alpha inh | EPAC1 antag | EPAC1 agonist | PLK1 PBD block
COc1ccc(C2NC(C(=O)O)Cc3c2[nH]c2ccccc32)cc1CN1CCN(c2ccc(F)cc2)CC1 (stereo not drawn) | 0.2 | 11% | -12% | 0.6 | -8 | -1% | 2% | 1%
COc1ccc(C(=O)Oc2c(C)occc2=O)cc1OC | -4.7 | 3% | -19% | 0.1 | 8 | 7% | -3% | -2%
O=C(NCCc1c[nH]c2ccccc12)/C(=C\c1cccnc1)NC(=O)c1ccco1 | -0.3 | -8% | 11% | 0.6 | -7 | -7% | 7% | -19%
Cc1ccc(CN2CCC(c3nc4ccc(Cl)cc4[nH]3)CC2)cc1 | -1.9 | 3% | -5%[57.1 µM] | -1.1 | · | -7% | 7% | -7%
O=C(CCC(NC(=O)OCc1ccccc1)C(=O)OCC(=O)N1CCCCC1)OCC(=O)N1CCCCC1 (stereo not drawn) | -2.7 | 6% | -5% | -2.0 | 2 | 0% | -10% | 1%
Cc1ccc2nc(/C(C#N)=C\c3ccc(Oc4ccc(C(F)(F)F)cc4[N+](=O)[O-])cc3)[nH]c2c1 | 2.7 | -4% | 56µM* | -2.5 | -9 | -15% | -13% | -8%
COc1ccc(Cn2c(-c3ccc(OC)cc3)n[nH]c2=S)cc1 | 1.7 | 5% | -11% | -0.6 | -26 | ? | 4% | ?
Cc1nc(C)c(-c2csc(Nc3ncccc3C)n2)s1 | 0.5 | -7% | 5% | -0.6 | 0 | 4% | -8% | -4%
CCOC1=C2[C@@H](CN(S(=O)(=O)c3ccccc3C)[C@H]2c2ccc(Cl)cc2)[C@H]2C(=O)NC(=O)[C@H]2C1 | -0.2 | 7% | -3% | 0.1 | -2 | -18% | -7% | -2%
Cc1ccc2cc(C#N)c(SCC(=O)NCc3ccco3)nc2c1 | 0.7 | -5% | -20% | -0.8 | 1 | -10% | -3% | -6%
CCCOc1ccc(-c2c(C(=O)N/N=C/c3ccc(C)cc3)nnn2-c2nonc2N)cc1 | -0.3 | 2% | -14% | 0.8 | 0 | -9% | -4% | -5%
O=C(Nc1nc2ccc(F)cc2s1)C1=NN(c2ccccc2)C(=O)CC1 | 0.6 | -14% | 8% | 1.0 | ? | 4% | -8% | -5%
COC(=O)C1C(=O)C2=C(CC1C)NC(C)=C(C(=O)OC1CCCCC1)C2c1ccc(N(C)C)cc1 (stereo not drawn) | -3.2 | 7% | 4% | -5.8 | 0 | 5% | 3% | -1%
CCC1C(=O)N=C(SCC(=O)Nc2ccccc2)NC1=O (stereo not drawn) | 0.3 | ? | -4% | -0.7 | 0 | -1% | 0% | 0%
COc1ccc(CNC(=O)c2c([S-])n(-c3ccc(C)cc3)c3cccc[n+]23)cc1 | 0.1 | 11% | 6% | 1.3 | 8 | 5% | 9% | ?
CCC(C)NC(=O)Cn1cnc2sc(C)c(S(=O)(=O)N3CCN(c4ccccc4OC)CC3)c2c1=O (stereo not drawn) | 1.8 | -6% | -10% | -1.6 | -2 | -4% | -7% | -14%
CC1(C)Oc2ccc3ccc(=O)oc3c2/C(=C/Nc2ccc(O)cc2)C1=O | 0.5 | 2% | 3%[57.1 µM] | -1.5 | -7 | -18% | 0% | ?
Cc1ccc(C)c(S(=O)(=O)N2CCCOC2CNC(=O)C(=O)NCc2ccccc2)c1 (stereo not drawn) | -4.5 | 0% | -20% | 1.0 | 5 | -4% | -8% | 1%
CC(=O)c1c(C)[nH]c(C(=O)CN(C)CC(=O)Nc2ccccc2Cl)c1C | -0.7 | 9% | -3% | -1.0 | 2 | 4% | 2% | -5%
Cc1nc2ccccc2c(=O)n1NC(=O)CCC(=O)O | 0.5 | 4% | 4% | 1.9 | -1 | 0% | 0% | 2%

4 entries drawn at random from those above:
SMILES | IL2 activator | EPAC2 agonist | WRN inhibitor | CCT modulator | PI5P4K alpha inh | EPAC1 antag | EPAC1 agonist | PLK1 PBD block
O=C(Nc1nc2ccc(F)cc2s1)C1=NN(c2ccccc2)C(=O)CC1 | 0.6 | -14% | 8% | 1.0 | ? | 4% | -8% | -5%
Cc1ccc2cc(C#N)c(SCC(=O)NCc3ccco3)nc2c1 | 0.7 | -5% | -20% | -0.8 | 1 | -10% | -3% | -6%
CCCOc1ccc(-c2c(C(=O)N/N=C/c3ccc(C)cc3)nnn2-c2nonc2N)cc1 | -0.3 | 2% | -14% | 0.8 | 0 | -9% | -4% | -5%
O=C(NCCc1c[nH]c2ccccc12)/C(=C\c1cccnc1)NC(=O)c1ccco1 | -0.3 | -8% | 11% | 0.6 | -7 | -7% | 7% | -19%

The list continues:
SMILES | IL2 activator | EPAC2 agonist | WRN inhibitor | CCT modulator | PI5P4K alpha inh | EPAC1 antag | EPAC1 agonist | PLK1 PBD block
COc1cc(C(C#N)N2CCC(c3ccccc3)=N2)ccc1O (stereo not drawn) | -1.3 | 4% | -6% | -9.4 | 1 | 2% | 4% | -9%
O=c1[nH]cnc(O)c1C(c1cccc([N+](=O)[O-])c1)c1c(O)nc[nH]c1=O | -2.9 | 14% | 6% | -3.3 | -1 | -17% | -5% | -11%
CCCCCc1c(O)nc(SCCN(CC)CC)[nH]c1=O | 0.3 | 9% | -1% | 0.9 | -1 | 7% | 9% | -2%
CCC1(c2ccccc2)NC(=O)N(CC(=O)N(c2ccccc2)C2CCS(=O)(=O)C2)C1=O (stereo not drawn) | -3.9 | 5% | 2% | -3.6 | 14 | 7% | -5% | 2%
CCCCCc1nnc(NC(=O)C(=O)OCC)s1 | 2.6 | 9% | -1% | 0.1 | · | -3% | -3% | -11%
O=C(O)CCc1ccc(S(=O)(=O)Nc2cc(C(F)(F)F)ccc2N2CCCC2)cc1 | 2.1 | -9% | ? | -9.7 | ? | 4% | -5% | ?
CCOC(=O)C(NC(=O)NC1CCCCC1)(c1ccccc1)C(F)(F)F (stereo not drawn) | -0.7 | -11% | -16% | 2.6 | · | 7% | -3% | -1%
CN1CCC(NC(=O)CCc2ccccc2)CC1 | 0.0 | -1% | -13% | 1.3 | -3 | 2% | -6% | -2%
O=C(Nc1ccc(F)c(Cl)c1)c1cc(C2CCCCN2C(=O)CCCc2ccccc2)on1 (stereo not drawn) | -0.7 | 6% | -4% | 1.4 | 1 | -3% | 6% | -3%
CC1(C)C(C=C(Cl)Cl)C1C(=O)N/N=C/c1ccccc1F (stereo not drawn) | -3.8 | 8% | 13% | 0.0 | 7 | -20% | -2% | -13%
Cc1ccccc1S(=O)(=O)N1[C@@H](c2ccc(F)cc2)C(C(=O)O)=CC[C@H]1c1ccc(Cl)cc1 | 0.9 | -2% | -9% | -4.2 | 4 | -14% | -18% | ?
CCOc1cc(CNC(=O)CCCn2c(=O)c3cccn3c3cccnc32)cc(OCC)c1OCC | 0.3 | -16% | -2% | -1.8 | 0 | -16% | -12% | -2%
O=C(Nc1ccc(N2CCOCC2)c2nonc12)C1CCCC1 | 0.4 | -5% | -4% | -1.0 | -28 | -11% | -5% | 19µM*
CN(C(=O)c1ccccn1)c1nnc(-c2cccnc2)s1 | -1.3 | -4% | -1% | -1.2 | 0 | 8% | 1% | 0%
Cc1ccc(S(=O)(=O)N2CCC(C(=O)OCC(=O)N3CC(=O)Nc4ccccc43)CC2)cc1 | -1.3 | 3% | -7% | 0.0 | · | 4% | 4% | 1%
COc1ccc(C(CNC(=O)c2ccccc2SC)N(C)C)cc1 (stereo not drawn) | -1.8 | 7% | 0% | -5.2 | 5 | 3% | 0% | -6%
CC(C)c1ccc(N2C(=O)CC(Sc3nc4ccccc4o3)C2=O)cc1 (stereo not drawn) | -3.9 | 16% | -8% | -2.0 | · | -19% | 6% | -19%
O=C(NCC(=O)N1CCCCCCC1)c1ccco1 | 0.8 | 0% | 2% | -1.3 | -4 | 14% | 14% | 1%
Cc1ccc(Sc2ncccc2C(=O)NCC(c2ccc(F)cc2)N2CCOCC2)c(C)c1 (stereo not drawn) | -3.5 | -3% | -5% | -2.1 | 9 | -4% | 4% | -2%
Cc1ccc(-n2ncc3c(NNC(=O)c4ccco4)ncnc32)cc1C | -3.4 | 2% | 6% | -0.3 | -7 | 12% | 0% | -11%

Part of the list above, in CSV form:
Compound,IL2 activator,EPAC2 agonist,WRN inhibitor,CCT modulator,PI5P4K alpha inh,EPAC1 antag,EPAC1 agonist,PLK1 PBD block
CC(C)c1ccc(N2C(=O)CC(Sc3nc4ccccc4o3)C2=O)cc1 (stereo not drawn),-3.9,16%,-8%,-2.0,·,-19%,6%,-19%
O=C(NCC(=O)N1CCCCCCC1)c1ccco1,0.8,0%,2%,-1.3,-4,14%,14%,1%

New compounds follow
SMILES | IL2 activator | EPAC2 agonist | WRN inhibitor | CCT modulator | PI5P4K alpha inh | EPAC1 antag | EPAC1 agonist | PLK1 PBD block
CCCCCCCC(=O)N/N=C/c1ccncc1 | -1.9 | -4% | 5% | -2.7 | 0 | -15% | -2% | 1%
CCOc1ccccc1NC(=O)CN(c1nccs1)S(=O)(=O)c1ccc(N)cc1 | -0.7 | 12% | 3% | -1.9 | 1 | 1% | 9% | -9%
Cc1ccc([N+](=O)[O-])c(NC(=O)COC(=O)C2CC3CCCC(C2)C3=O)c1C (stereo not drawn) | -1.7 | 9% | -9% | 2.3 | 0 | -10% | 7% | -5%
COC(=O)c1c(NC(=O)CN2C(=O)NC3(CCC(C(C)(C)C)CC3)C2=O)sc2c1CCCCC2 (stereo not drawn) | -2.7 | -13% | -19%[57.1 µM] | -1.4 | 3 | 3% | 3% | -4%
CC(OC(=O)c1nn(C)c(=O)c2ccccc12)C(=O)Nc1ccc(S(N)(=O)=O)cc1 (stereo not drawn) | -3.6 | 9% | -17% | 0.0 | 5 | -25% | 0% | -3%
O=C(CSc1nnc(SCc2ccc(F)cc2)s1)Nc1ccc(C(=O)O)cc1 | -3.7 | 8% | -13% | -1.2 | -52* | -16% | 7% | -8%
Cc1ccc(-n2nc3c(c2NC(=O)c2ccc4c(c2)OCO4)CSC3)cc1 | 0.0 | 11% | 2% | 0.3 | -10 | 10% | 3% | -4%
N=c1sccn1CC(=O)Nc1ccccc1Cc1ccccc1 | -2.7 | 12% | -11% | 0.6 | · | -3% | 7% | -5%

Some entries already given, showing only WRN inhibitor and IL2 activator:
SMILES,WRN inhibitor,IL2 activator
COC(=O)c1c(NC(=O)CN2C(=O)NC3(CCC(C(C)(C)C)CC3)C2=O)sc2c1CCCCC2 (stereo not drawn),-19%[57.1 µM],-2.7
CC(OC(=O)c1nn(C)c(=O)c2ccccc12)C(=O)Nc1ccc(S(N)(=O)=O)cc1 (stereo not drawn),-17%,-3.6
CCOc1ccccc1NC(=O)CN(c1nccs1)S(=O)(=O)c1ccc(N)cc1,3%,-0.7
Cc1ccc(-n2nc3c(c2NC(=O)c2ccc4c(c2)OCO4)CSC3)cc1,2%,0.0
